High-throughput results (PubChem)
MmCpn inh: blocks the Methanococcus maripaludis chaperonin Mm-Cpn; purified Mm-Cpn ATPase, ADP Transcreener TR-FRET; Potency, µM (highest dose often 76.9 µM), for inactives: at the highest dose activity, negative = inhibition, most hits filed as inhibitors; 330,000 tested, 0.031% active; AID 504842; also: potency is read from the fitted curve at half-maximal effect; % is scaled to controls: 0 for no effect and ±100 for the full control effect; nearly all actives have a fitted effect of over 80% in size
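Eu-cryptate anti-ADP/ADP-d2 competition gives a ratio inversely related to ADP. Enzyme at 25 nM was pre-exposed to compound for 10 min, then given 10 uM ATP for 30 min, 37°C throughout.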
CCT chaperon mod: cytosolic chaperonin activity modulation | purified chaperonin ATPase assay, HTRF ADP detection, 30 min | activity change, % (no concentration beside the values), hits read low | 360,000 tested, 0.3% active | AID 651819; in the data active = activity change below about -30%; also: % is scaled to controls: 0 for no effect and ±100 for the full control effect
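Nucleotide hydrolysis assay: TRiC at 20–40 nM final (set by batch activity) with 10 uM ATP, 30 min at 37 °C, in presence of 76 uM compound. Detection by competitive ADP HTRF, 30 min ambient.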
Nrf2 inh: Nrf2 pathway inhibition; A549 ARE-Fluc reporter, luciferase luminescence, 18-24 h; 360,000 tested, 2.1% active; Potency, µM (highest dose often 46 µM), without a hit: at the top dose activity change, negative = inhibition, usual class: inhibitors; also: potency is read from the fitted curve at half-maximal effect; % is scaled to controls: 0 for no effect and ±100 for the full control effect; nearly all actives have a fitted effect of over 60% in size
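Two sequential reads on A549 ARE_Fluc cells exposed to compound for 18-24 h: a CellTiter-Fluor fluorescence read for viability, then a luciferase luminescence read for Nrf2/ARE activity.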
Akt phos inh: Akt phosphorylation inhibition | Neuro2A IGF-stimulated pAkt S473 HTRF, 20 min; hits give low values | activity change, % for hits at 50 µM | 360,000 tested, 0.32% active; in the data active = activity change below about -80%; inconclusive = mostly about -51% to -80%; also: % is scaled to controls: 0 for no effect and ±100 for the full control effect
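Neuro2A cells (4,500/well, DMEM with 0.5% FBS) were treated with compound at a single 50 µM final concentration, stimulated with 6 nM IGF for 20 min at 37 °C, and lysed. Phospho-Akt Ser473 was read by HTRF as 665/615 ratio ×10^4.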
TGFb inhibitor: TGF-b pathway inhibition | HepG2 CAGA-GFP TGF-b/SMAD3 reporter, GFP fluorescence, 18 h; TGF-beta stimulated, 500 pg/mL final | Potency, µM (highest dose often 46.1 µM), for inactives: top-dose activity, negative = inhibition, most hits filed as inhibitors | 410,000 tested, 1.2% active; also: potency is read from the fitted curve at half-maximal effect; % is scaled to controls: 0 for no effect and ±100 for the full control effect; nearly all actives have a fitted effect of over 65% in size
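Read-out: total well GFP (ex488/em500-530) summed from mean per-cell fluorescence. Cells: HEPG2 CAGA-GFP, 1% FBS DMEM, 18 h at 37 degrees C with 500 pg/mL final TGF-beta. Unstimulated wells served as the full-inhibition control; stimulated DMSO wells = 0%.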
EPAC2 antagonist: blocks human EPAC2 exchange factor. EPAC2 GEF exchange of Rap1B-BODIPY-GDP, fluorescence. Potency, µM (doses to about 114 µM), for inactives: at the highest dose activity, negative = inhibition, most hits filed as inhibitors. 360,000 tested, 0.18% active. AID 720708; also: potency is read from the fitted curve at half-maximal effect; % is scaled to controls: 0 for no effect and ±100 for the full control effect; nearly all actives have a fitted effect of over 45% in size; many of its hits are not listed in these tables
Target sequence (Q8WZA2 whole entry, looked up): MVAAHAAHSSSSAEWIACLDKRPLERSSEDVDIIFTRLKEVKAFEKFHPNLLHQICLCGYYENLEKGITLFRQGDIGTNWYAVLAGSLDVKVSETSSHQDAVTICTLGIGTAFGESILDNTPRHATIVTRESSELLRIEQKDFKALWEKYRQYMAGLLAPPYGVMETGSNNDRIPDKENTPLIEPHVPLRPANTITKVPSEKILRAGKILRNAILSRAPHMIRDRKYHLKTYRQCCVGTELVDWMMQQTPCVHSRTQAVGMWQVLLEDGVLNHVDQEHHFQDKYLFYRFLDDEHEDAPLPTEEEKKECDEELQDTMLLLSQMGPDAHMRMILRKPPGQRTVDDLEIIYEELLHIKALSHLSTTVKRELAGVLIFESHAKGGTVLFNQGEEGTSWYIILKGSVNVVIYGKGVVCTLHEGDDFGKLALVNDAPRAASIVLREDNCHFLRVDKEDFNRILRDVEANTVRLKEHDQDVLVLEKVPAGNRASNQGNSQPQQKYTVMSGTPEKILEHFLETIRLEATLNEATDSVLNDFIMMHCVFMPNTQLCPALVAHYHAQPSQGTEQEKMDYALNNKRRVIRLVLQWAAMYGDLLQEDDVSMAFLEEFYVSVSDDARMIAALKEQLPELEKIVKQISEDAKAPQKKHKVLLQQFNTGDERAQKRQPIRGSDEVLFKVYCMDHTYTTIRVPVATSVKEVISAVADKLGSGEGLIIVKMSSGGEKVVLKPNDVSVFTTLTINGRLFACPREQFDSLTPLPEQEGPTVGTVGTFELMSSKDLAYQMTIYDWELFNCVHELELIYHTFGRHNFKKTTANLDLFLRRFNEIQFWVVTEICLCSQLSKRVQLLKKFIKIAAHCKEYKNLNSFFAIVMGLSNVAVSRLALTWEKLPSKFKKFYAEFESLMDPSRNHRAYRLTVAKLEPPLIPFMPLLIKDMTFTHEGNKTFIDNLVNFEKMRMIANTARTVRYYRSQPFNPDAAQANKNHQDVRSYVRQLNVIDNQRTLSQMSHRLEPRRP
Nrf2 ARE act: activates Nrf2 signaling. AREc32 ARE-luciferase reporter (MCF7-derived line), luminescence, 24 h. 410,000 tested, 0.31% active. Potency, µM (doses to about 46.1 µM), without a hit: top-dose activation, usual class: activators; also: potency is read from the fitted curve at half-maximal effect; % of control where 0% means no effect; nearly all actives have a fitted effect of over 65% in size
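ARE activation measured as luciferase luminescence (Steady-Glo, 30 min RT) in AREc32_Fluc cells after 24 hr compound exposure at 37 deg C, 5% CO2; cells seeded overnight at 1000/well in OPTI-MEM, 5% FBS.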
A549 tox: kills or reduces viability of A549 cells in Nrf2 counter-screen. A549 ARE-Fluc cells, CellTiter-Fluor viability, 18-24 h. Potency, µM (top dose mostly 46 µM), for the others: at the top dose activity change, negative = cytotoxicity, usual class: inhibitors. 390,000 tested, 0.16% active. AID 504648; also: potency is read from the fitted curve at half-maximal effect; % is scaled to controls: 0 for no effect and ±100 for the full control effect
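A549 ARE_Fluc cells in 5% FBS OPTI-MEM were exposed to compounds in concentration-response for 18-24 h at 37 deg C. Viability was read by CellTiter-Fluor fluorescence (Ex 405/Em 525) after 30 min, before the luciferase read.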
EPAC2 agonist: EPAC2 (human) agonism; EPAC2 activation, biochemical qHTS; response scale: 100% = 6.5 mM cAMP response; AID 720711; Q8WZA2; Potency, µM (top dose mostly 154 µM), for inactives: at the highest dose activation, hits mostly activators; 360,000 tested, 0.079% active; also: potency is read from the fitted curve at half-maximal effect; nearly all actives have a fitted effect of over 50% in size
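Each well held 100 nM EPAC2, 250 nM RAP1B-BODIPY-GDP and 50 uM GDP. Fluorescence, read at 5-min intervals to 30 min, was referenced to a 6.5 mM cAMP positive control.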
Active calls of the source: *; & = joins results of further samples. Unless noted, calls follow the shape of the dose curve; as a rule, active = well fitted curve in the direction sought with a large enough effect; inconclusive = small, poorly fitted or top-dose-only effect, or another doubt; inactive = no such curve, though single readings can be large; an effect the other way counts as inactive or inconclusive.

`FC(F)(F)c1cc(NCc2cccs2)n2ncnc2n1` gave MmCpn inh 3%, CCT chaperon mod 1.3, Nrf2 inh 9%, Akt phos inh inactive, TGFb inhibitor 10%, EPAC2 antagonist 1%, Nrf2 ARE act 0.3%, A549 tox 0% and EPAC2 agonist 8%.
Screening O=C(CCn1c(=O)oc2ccccc21)NCc1cccs1 returned MmCpn inh 3%, CCT chaperon mod 0.9, Nrf2 inh 6%, Akt phos inh inactive, TGFb inhibitor 0%, EPAC2 antagonist 9%, Nrf2 ARE act 0.2%, A549 tox 0% and EPAC2 agonist 2%.
`COC(=O)[C@@H](NC(=O)Nc1ccc2c(c1)OCCO2)C(C)C` gave MmCpn inh 1%, CCT chaperon mod -0.6, Nrf2 inh 3%, TGFb inhibitor inconclusive, EPAC2 antagonist 12%, Nrf2 ARE act -0.4%, A549 tox -3% and EPAC2 agonist inconclusive.
Screening CCS(=O)CCSc1nc2ccccc2s1 (centres undefined) returned MmCpn inh 1%, CCT chaperon mod -0.4, Nrf2 inh 23%, Akt phos inh inactive, TGFb inhibitor -6%, EPAC2 antagonist 16%, Nrf2 ARE act -0.6%, A549 tox 0% and EPAC2 agonist -1%.
For CNC(=O)c1sccc1S(=O)(=O)Cc1c(Cl)cccc1Cl the results were MmCpn inh 1%, CCT chaperon mod 0.1, Nrf2 inh -2%, Akt phos inh inactive, TGFb inhibitor 4%, EPAC2 antagonist 5%, Nrf2 ARE act 0.1%, A549 tox -4% and EPAC2 agonist 4%.
For CCN(c1ccccc1)S(=O)(=O)c1ccc(Cl)c(C(=O)N(CC2CCCO2)C2CCS(=O)(=O)C2)c1 (centres undefined) the results were MmCpn inh -2%, CCT chaperon mod -1.4, Nrf2 inh 11%, Akt phos inh inactive, TGFb inhibitor -4%, EPAC2 antagonist -9%, Nrf2 ARE act 0.4%, A549 tox 3% and EPAC2 agonist 26%.
For O=C(Nc1nc(-c2ccc(S(=O)(=O)N3CCCCCC3)cc2)cs1)c1ccccc1 the results were MmCpn inh 35µM*, CCT chaperon mod 3.1, Nrf2 inh 2.9µM*, Akt phos inh inactive, TGFb inhibitor -7%, EPAC2 antagonist 21%, Nrf2 ARE act 0.1% and EPAC2 agonist 11%.
COc1ccc(NC(=O)Cc2cccs2)c(OC)c1 was read as MmCpn inh -2%, CCT chaperon mod 0.4, Nrf2 inh inconclusive, Akt phos inh inactive, TGFb inhibitor -1%, EPAC2 antagonist 7%, Nrf2 ARE act 2.1%, A549 tox -7% and EPAC2 agonist -2%.
Screening CC(=O)c1ccc(-c2cnc3c(NC=O)cc(-c4ccc(C(=O)N5CCOCC5)cc4)cn23)cc1 returned CCT chaperon mod -1.4, Akt phos inh inactive, TGFb inhibitor inconclusive, EPAC2 antagonist -4%, Nrf2 ARE act 0.1% and EPAC2 agonist 6%.
COc1ccccc1N(C(=O)c1snc(C(N)=O)c1N)C(C(=O)NC1CCCC1)c1ccc(N(C)C)cc1 (centres undefined) was read as MmCpn inh 2%, CCT chaperon mod -4.3, Nrf2 inh inconclusive, Akt phos inh inactive, TGFb inhibitor -12%, EPAC2 antagonist -8%, Nrf2 ARE act 0.0%, A549 tox -14% and EPAC2 agonist 14%.
For Cc1c(C(=O)Nc2cccc(N(C)S(C)(=O)=O)c2)cccc1[N+](=O)[O-] the results were MmCpn inh 0%, CCT chaperon mod -1.3, Nrf2 inh -6%, Akt phos inh inactive, TGFb inhibitor inconclusive, EPAC2 antagonist -2%, Nrf2 ARE act 2.9%, A549 tox 11% and EPAC2 agonist 5%.
CC(=O)c1cccc(NC(=O)c2ccc3ccccc3c2)c1 was read as MmCpn inh 1%, CCT chaperon mod -2.2, Nrf2 inh inconclusive, Akt phos inh inactive, TGFb inhibitor -12%, EPAC2 antagonist -8%, Nrf2 ARE act 6.7%, A549 tox 1% and EPAC2 agonist 17%.
`C=CCN=C1CC(C)(C)CC(=O)/C1=C(/O)CCC(=O)OC` gave MmCpn inh -3%, CCT chaperon mod -0.8, Nrf2 inh 7%, Akt phos inh inactive, TGFb inhibitor -8%, EPAC2 antagonist -4%, Nrf2 ARE act 0.1%, A549 tox 2% and EPAC2 agonist 3%.
`COCCCNC(=O)c1ccc2c(c1)nc(C)n2-c1cccc(C)c1` gave MmCpn inh 2%, CCT chaperon mod 0.1, Nrf2 inh -13%, Akt phos inh inactive, TGFb inhibitor 0%&-21%, EPAC2 antagonist -2%, Nrf2 ARE act 0.8%&0.3%, A549 tox 5%&12% and EPAC2 agonist 0%.
For O=C(CSc1nnc2ccccn12)NC(=O)c1ccccc1Cl the results were MmCpn inh 3%, CCT chaperon mod -0.8, Nrf2 inh 26%, Akt phos inh inactive, TGFb inhibitor -5%, EPAC2 antagonist 2%, Nrf2 ARE act 4.9%, A549 tox 15% and EPAC2 agonist 6%.
Screening COc1ccc(C(=O)c2sc(Nc3ccc(NC(C)=O)cc3)nc2C)cc1 returned MmCpn inh -3%, CCT chaperon mod -0.3, Nrf2 inh -10%, Akt phos inh inactive, TGFb inhibitor -25%, EPAC2 antagonist 1%, Nrf2 ARE act 7.1%, A549 tox -10% and EPAC2 agonist -3%.
For CC(C)(C)C(=O)Nc1cc2c3c(c1)CCC(=O)N3CCC2 the results were MmCpn inh 1%, CCT chaperon mod -1.0, Nrf2 inh -8%, Akt phos inh inactive, TGFb inhibitor 17%, EPAC2 antagonist 12%, Nrf2 ARE act 2.8%, A549 tox 0% and EPAC2 agonist -2%.
For NS(=O)(=O)c1ccc(CCNC(=O)c2ccc3nc4ccc(Cl)cc4c(=O)n3c2)cc1 the results were MmCpn inh -4%, CCT chaperon mod -2.4, Nrf2 inh 5%, Akt phos inh inactive, TGFb inhibitor inconclusive, EPAC2 antagonist 5%, Nrf2 ARE act 0.7%, A549 tox -2% and EPAC2 agonist -1%.
Screening Cc1ccc(N2C(=O)CC(NCC3CCCO3)C2=O)cc1 (centres undefined) returned MmCpn inh -2%, CCT chaperon mod 0.3, Nrf2 inh -10%, Akt phos inh inactive, TGFb inhibitor -11%, EPAC2 antagonist -4%, Nrf2 ARE act -0.3%, A549 tox 0% and EPAC2 agonist 5%.
CCCCCCn1c(SCCN2CCOCC2)nc2c1c(=O)[nH]c(=O)n2C was read as MmCpn inh -5%, CCT chaperon mod 2.0, Nrf2 inh 10%, Akt phos inh inactive, TGFb inhibitor 1%, EPAC2 antagonist 12%, Nrf2 ARE act 0.4%, A549 tox -2% and EPAC2 agonist -16%.
`C=CCn1c(=N)c(C#N)cc2c(=O)n3ccccc3nc21` gave MmCpn inh 1%, CCT chaperon mod -5.0, Nrf2 inh inconclusive, TGFb inhibitor 0%, EPAC2 antagonist 2%, Nrf2 ARE act 2.7%, A549 tox -1% and EPAC2 agonist inconclusive.
`COc1ccc(NC(=O)c2cc(C3CC3)nc3c2c(C)nn3-c2ccccc2)c(OC)c1` gave Nrf2 inh -42%, TGFb inhibitor 4%, Nrf2 ARE act -1.4% and A549 tox 10%.
Screening Cc1ccc(-c2csc(/C(C#N)=C/Nc3ccc4c(c3)OCCO4)n2)cc1 returned MmCpn inh -7%, CCT chaperon mod -0.9, Nrf2 inh inconclusive, Akt phos inh inactive, TGFb inhibitor 4%, EPAC2 antagonist 6%, Nrf2 ARE act -0.4%, A549 tox 0% and EPAC2 agonist 2%.
Screening Oc1ccccc1-c1cncn1Cc1ccccc1 returned MmCpn inh 0%, CCT chaperon mod -2.1, Nrf2 inh 0%, Akt phos inh inactive, TGFb inhibitor 19%, EPAC2 antagonist -4%, Nrf2 ARE act 0.0%, A549 tox -1% and EPAC2 agonist 20%.
`CCCNC(=O)C1(C)CCCN(C(=O)Cc2cccc(OC)c2)C1` (centres undefined) gave CCT chaperon mod 1.4, Akt phos inh inactive, TGFb inhibitor 2%, EPAC2 antagonist -8%, Nrf2 ARE act -0.5% and EPAC2 agonist 5%.
CCOC(=O)c1c(NC(=S)NC(=O)c2cnn(CC)c2)sc2c1CCC(C)C2 (centres undefined) was read as MmCpn inh -2%, CCT chaperon mod -1.6, Nrf2 inh -7%, Akt phos inh inactive, TGFb inhibitor 1%, EPAC2 antagonist -1%, Nrf2 ARE act -0.2%, A549 tox -2% and EPAC2 agonist -10%.
Screening Cc1cccnc1NC(=S)NCc1ccco1 returned MmCpn inh 1%, CCT chaperon mod -2.1, Nrf2 inh -8%, Akt phos inh inactive, TGFb inhibitor -10%, EPAC2 antagonist 12%, Nrf2 ARE act inconclusive, A549 tox 5% and EPAC2 agonist 8%.
Cc1nn(C)c(C)c1S(=O)(=O)NCCc1ccc(Cl)cc1 was read as MmCpn inh 1%, CCT chaperon mod -0.2, Nrf2 inh -10%, Akt phos inh inactive, TGFb inhibitor 4%, EPAC2 antagonist 7%, Nrf2 ARE act 0.3%, A549 tox -3% and EPAC2 agonist 0%.
For Cc1ccc(NC(=O)CN2C(=O)CCc3ccccc32)cc1C the results were Nrf2 inh inconclusive, TGFb inhibitor -19%, Nrf2 ARE act -0.6% and A549 tox 4%.
`CCn1c(C)c2c([n+]1CC)CC(C)(C)CC2=O` gave MmCpn inh 1%, CCT chaperon mod 3.8, Nrf2 inh -7%, Akt phos inh inactive, TGFb inhibitor -25%, EPAC2 antagonist -2%, Nrf2 ARE act -0.7%, A549 tox 2% and EPAC2 agonist 3%.
COc1ccccc1-c1cn[nH]c1-c1ccc(O)cc1O was read as MmCpn inh 4%, CCT chaperon mod -0.3, Nrf2 inh -5%, Akt phos inh inactive, TGFb inhibitor -1%, EPAC2 antagonist -11%, Nrf2 ARE act 0.0%, A549 tox -3% and EPAC2 agonist -2%.

Some of the compounds tested; the hit share may differ from the screen's.
